NTR1 agonist – agonists of NTR1, primary screen, imaging, U2OS cells, beta-arrestin-GFP, high content (AID 493036) | Neurotensin receptor type 1 (Homo sapiens), P30989 | NTR1-U2OS beta-arrestin-GFP spot imaging, agonist mode | activation, % at 20 µM | 0.17% of 330,000 active;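 active = activation at or above 40% of the spot to cytoplasm intensity ratio, with at least 20 cells analyzed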;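 note: 0% = DMSO without peptide and 100% = 100 nM NTR1 peptide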
Target sequence (P30989 whole entry, looked up): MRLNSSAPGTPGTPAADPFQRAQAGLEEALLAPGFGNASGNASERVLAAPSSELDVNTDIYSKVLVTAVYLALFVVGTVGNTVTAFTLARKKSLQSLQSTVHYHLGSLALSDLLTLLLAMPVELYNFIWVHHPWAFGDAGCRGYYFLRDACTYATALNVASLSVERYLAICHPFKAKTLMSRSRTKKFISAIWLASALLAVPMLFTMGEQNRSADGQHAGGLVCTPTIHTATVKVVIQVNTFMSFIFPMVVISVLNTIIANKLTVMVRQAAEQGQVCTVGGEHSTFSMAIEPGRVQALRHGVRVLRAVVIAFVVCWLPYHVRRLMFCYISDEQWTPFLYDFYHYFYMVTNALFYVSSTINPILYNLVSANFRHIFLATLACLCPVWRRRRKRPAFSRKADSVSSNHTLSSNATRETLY
KOR beta-arrestin-1 – KOR antagonists, beta-arrestin recruitment, cell-based, luminescence, uHTS (AID 1778) | one-dose inhibition, % at 10 µM; IC50 in µM for titrated hits | KOR beta-arrestin recruitment, luminescence, antagonist mode; higher % means a stronger effect | 0.091% of 290,000 active; note: strong numbers were not always called active
NOD1 inhibition – NOD1 signaling inhibitors, primary screen, cell-based, luminescence, uHTS (AID 1578). NOD1-driven NF-kB luciferase reporter cells, luminescence; higher % means a stronger effect. inhibition, % at 4 µM, or EC50 in µM where a hit was titrated. 1% of 290,000 active; in the data active = inhibition mostly above about 36%, no sharp cut-off; inactive = mostly below about 34%;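 note: HEK-293T reporter cells stimulated with the NOD1 agonist gamma-tri-DAP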
Yfh1-depleted yeast – enhancers of respiration in Yfh1-depleted yeast, dose response, Friedreich's ataxia, plus single-dose screen (AID 1465). 0.074% of 220,000 active. fold induction at 50 µM; hits with a dose series show EC50 in µM. S. cerevisiae Yfh1-off respiration, WST-1 reduction, 72 h; higher fold induction means a stronger effect;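 active = fold induction of absorbance versus untreated yeast above a set limit, then at least 30% activation at any dose in follow-up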;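 note: activators that raise dye reduction in frataxin-depleted yeast; strong numbers were not always called active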
TNAP activation fold – human TNAP enzyme activators, primary screen, biochemical, luminescent, no phosphate acceptor, uHTS (AID 1001) | Alkaline phosphatase, tissue-nonspecific isozyme (Homo sapiens) | purified TNAP, luminescent activation assay, no phosphate acceptor; higher activation fold means a stronger effect | one-dose activation fold at 20 µM; EC50 in µM for titrated hits | 0.03% of 200,000 active; in the data active = activation fold from about 3, or a potency from the dose series; inactive = the rest, 99 in 100 with activation fold below about 1.6; note: many of its hits are not listed in these tables
CSM14.1 death rescue – rescue of cells from ER stress-induced death, primary screen, 384-well, CSM14.1, thapsigargin, ATP luminescence (AID 1222). 190,000 tested, under 10 active. CSM14.1 thapsigargin-induced death rescue, ATP luminescence; higher % means a stronger effect. one-dose cellular ATP content (survival), % at 20 µM; EC50 in µM for titrated hits;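 active = EC50 below 50 µM in the dose-response confirmation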;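 note: death triggered by thapsigargin at about 15 µM added after 2 h compound pretreatment; cell ATP read after overnight thapsigargin exposure of roughly 18 to 22 hours; normalized against plate controls of thapsigargin alone and 5% DMSO vehicle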
HEK293 NOD2/NF-kB – NOD2 signaling inhibitors, cell-based, luminescence, uHTS, HEK293 (AID 1566) | 0.63% of 290,000 active | HEK293 NOD2/NF-kB luciferase reporter, luminescence; higher % means a stronger effect | inhibition, % at 4 µM; hits with a dose series show EC50 in µM; note: many of its hits are not listed in these tables
GPR55 beta-arrestin – GPR55 agonists via beta-arrestin recruitment, primary screen, imaging, U2OS cells, beta-arrestin-GFP redistribution (AID 1961) | U2OS GPR55 beta-arrestin-GFP redistribution imaging; higher % means a stronger effect | G-protein coupled receptor 55 (Homo sapiens) | one-dose activation, % at 10 µM; EC50 in µM for titrated hits | 0.048% of 290,000 active;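 active = activation above 40% with more than 50 cells counted in the well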;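 note: U2OS osteosarcoma cells stably expressing GPR55 and beta-arrestin-GFP; plate controls were DMSO negative control for no effect and LPI positive control for full effect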
KOR beta-arrestin-2 – KOR agonists, beta-arrestin recruitment, primary screen, cell-based, luminescence, uHTS (AID 1777); 0.02% of 280,000 active; activation, % at 10 µM, or EC50 in µM where a hit was titrated; KOR beta-arrestin recruitment, luminescence; higher % means a stronger effect; Kappa-type opioid receptor (Homo sapiens); in the data active = activation above about 50%, passing the limit was not always enough; note: a part of the inactive calls stands beside numbers as strong as those of hits
NTR1 agonist cell count 20 µM – also measured in NTR1 agonist; calls as there; cell count; measured here: cell count, cytotoxicity flag
An asterisk follows results filed as active; i = inactive; · = no result given; [ ] = dose if it differs, or a comment. Cut-off read from the data, not from the text of the source, unless noted: active = inhibition above about 50%; inactive = the rest.

SMILES	NTR1 agonist	NTR1 agonist cell count 20 µM	KOR beta-arrestin-1	NOD1 inhibition	Yfh1-depleted yeast	TNAP activation fold	CSM14.1 death rescue	HEK293 NOD2/NF-kB	GPR55 beta-arrestin	KOR beta-arrestin-2
COc1cccc(NC(=S)NNC(=O)Cn2nc([N+](=O)[O-])cc2C)c1	-0.5	47	7%[20 µM]	-15%	i	2.6	-1.3%	10%	0.2%	-6.5%
O=C(CSc1nnc(CNc2ccc(F)cc2)n1Cc1ccco1)NC1CC1	-1.2	64	10%	7%	i	1	-1.1%	-3%	0.2%	-6.8%
COc1cccc(NC(=O)NC2CCCCC2C)c1 (configuration not stated)	-1.0	89	-6%	-34%	i	1.1	-0.1%	0%	-0.2%	-2.2%
Clc1ccccc1-c1nnc2sc(-c3ccc(Br)o3)nn12	0.7	89	19%	-31%	i	1	-0.2%	-2%	-0.1%	-3.1%
CCc1ccccc1NC(=O)Nc1cccc(F)c1	0.2	88	0%[20 µM]	-22%	i	1.1	-0.7%	-9%	-0.1%	-1.3%
CCN(CC)c1nc(Nc2ccccc2)nc(Oc2ccc(=O)[nH]n2)n1	0.4	65	4%	-26%	i	1	·	-11%	0.2%	-3.9%
O=C(CCCC(=O)N(CC(=O)NC1CCCCC1)c1ccccc1F)Nc1ccccn1	-0.3	32	-17%	-14%	·	·	·	1%	0.2%	-2.6%
Cc1ccc(Cl)cc1NC(=O)[C@@H]1CCC(=O)N1C1OC(=O)c2ccccc21 (some centres not stated)	-1.8	94	-28%[20 µM]	42%	·	·	·	14%	-0.1%	-5.1%
O=S(=O)(c1ccc(F)c2ccccc12)N1CCCCC1	0.9	65	-8%	26%	i	1	-0.2%	10%	-2.3%	6.7%
Cc1csc(SCc2nc3scc(-c4ccccc4)c3c(=O)[nH]2)n1	3.2	46	-18%	19%	i	1.2	-0.6%	33%	-0.3%	-0.2%
c1ccc(CNCCN2CCNCC2)nc1	-0.7	90	8%	6%	i	1.2	1.3%	15%	-0.1%	3.0%
CC(=O)Nc1cccc2ncccc12	-1.7	67	30%	-10%	i	1.1	0.0%	7%	-0.2%	-3.4%
O=C(CCS(=O)(=O)c1ccccc1)OCc1ccc([N+](=O)[O-])cc1	1.3	60	10%	-29%	·	·	·	12%	0.7%	-0.7%
CCOC(=O)c1cccc(C(=O)OCC)n1	-1.1	73	-23%	-3%	·	1.2	3.4%	-2%	0.2%	2.2%
S=C1NCN(Cc2ccco2)CN1	0.8	51	6%	-8%	i	·	·	-10%	-0.1%	2.7%
Cc1c(NC(=O)C(C)Sc2n[nH]c(N)n2)c(=O)n(-c2ccccc2)n1C (configuration not stated)	0.5	71	-41%	7%	i	0.7	-0.8%	-2%	-0.1%	-6.1%
Clc1cccc(CSc2ncn(-c3ccccc3)n2)c1	2.3	90	24%	-53%	i	1.1	0.4%	-19%	-0.1%	-3.1%
CC(C)(C)c1ccc(S(=O)(=O)N2CCN(c3ccccn3)CC2)cc1	-2.5	20	-42%	-8%	·	·	·	23%	-0.1%	-1.0%
O=C(COc1ccccc1)Nc1cccc(-c2nnc(-c3ccccc3)o2)c1	11	59	-22%	-36%	i	1.1	0.1%	-28%	0.8%	-1.8%
Cn1c(=O)[nH]c(=O)c2c1nc(NN)n2CCOc1ccccc1	-1.1	97	9%	-6%	·	·	·	1%	0.0%	-4.2%
CCSc1nnc(NC(=O)COc2ccccc2[N+](=O)[O-])s1	1.7	53	-40%	-25%	i	1	-14%	-51%	0.6%	-0.1%
CC(C)NC(=O)c1c(CSc2ccccc2)noc1C(=O)NCc1ccccc1	-4.2	57	16%	-4%	i	·	·	26%	-0.2%	-0.6%
O=C(CNC(=O)c1cccc(F)c1)N/N=C/C=C/c1ccccc1	0.6	34	10%	-16%	i	1.1	2.4%	-14%	-0.2%	-2.9%
COc1ccccc1C(=O)NCCC(=O)Nc1ncccc1O	0.2	57	16%	-22%	·	·	·	8%	-0.1%	-3.9%
Cc1ccc(C)c(OCC(O)CN2CCN(CCN3C(=O)c4cccc5cccc(c45)C3=O)CC2)c1 (configuration not stated)	3.1	62	-12%	-6%	i	1	1.5%	14%	-0.3%	2.3%

The final 2 entries of the section before lead into the next:
SMILES	NTR1 agonist	NTR1 agonist cell count 20 µM	KOR beta-arrestin-1	NOD1 inhibition	Yfh1-depleted yeast	TNAP activation fold	CSM14.1 death rescue	HEK293 NOD2/NF-kB	GPR55 beta-arrestin	KOR beta-arrestin-2
COc1ccccc1C(=O)NCCC(=O)Nc1ncccc1O	0.2	57	16%	-22%	·	·	·	8%	-0.1%	-3.9%
Cc1ccc(C)c(OCC(O)CN2CCN(CCN3C(=O)c4cccc5cccc(c45)C3=O)CC2)c1 (configuration not stated)	3.1	62	-12%	-6%	i	1	1.5%	14%	-0.3%	2.3%
Cc1cccc(N(CC(=O)NCc2ccco2)C(=O)CCC(=O)Nc2ccccn2)c1	·	·	-17%	-28%	i	1.1	0.7%	-2%	-0.1%	-2.9%
COc1ccccc1NC(=O)C(CC(C)C)NC(=O)C1CCCCC1 (configuration not stated)	1.3	95	6%	21%	i	1.1	-1.5%	-11%	-0.1%	-9.3%
CCCCOC(=O)Nc1nccs1	-0.6	34	-1%	18%	i	1	-0.4%	0%	-0.1%	4.0%
COc1ccc(C)cc1NC(=S)NC12CN3CN(CN(C3)C1)C2	0.8	40	-22%	10%	i	1	-1.7%	18%	-0.1%	0.8%
COc1ccc2nc(N3C(=O)CC(C(C)c4ccccc4)C3=O)sc2c1 (configuration not stated)	-0.7	40	-10%	0%	i	1.1	-0.4%	-2%	-0.3%	-3.8%
Cc1ccc(/C=C/S(=O)(=O)Nc2ccc(C)cc2)cc1	-0.5	38	10%	9%	i	1.1	-0.3%	10%	-0.3%	-2.7%
O=C(c1ccccc1Cl)N1CCn2c1nc1ccccc12	14	40	·	-30%	i	1.1	5.4%	10%	-0.1%	·
Cc1ccccc1OCCNc1cc(N2CC(C)NC(C)C2)ccc1[N+](=O)[O-] (configuration not stated)	1.4	91	-68%	-12%	i	1	-0.2%	-9%	0.1%	-2.3%
Cc1cc(C)nc(/N=c2/ssnc2Cl)c1	16	48	16%	16%	i	1.1	9.6%	12%	0.1%	7.4%
CCC(=O)c1ccc(OCC(=O)OCC(=O)Nc2sccc2C(N)=O)cc1	1.1	53	3%	-24%	i	1.2	-0.8%	13%	-0.2%	0.5%
COC(=O)c1cc(NC(=O)c2cccnc2)cc(C(=O)OC)c1	-0.8	56	7%	-19%	·	·	·	1%	0.4%	-1.8%
Cc1cccc(C)c1OCCN1CCOCC1	-1.1	62	-16%	6%	·	·	·	4%	0.4%	3.0%
O=C(NCC1CCCO1)c1ccc2c(=O)n(CC3CCCO3)c(=S)[nH]c2c1 (configuration not stated)	0.1	78	-9%	1%	i	1	-3.2%	0%	0.2%	-3.7%
CCSc1nnc(-c2ccc(S(=O)(=O)N3CCCC3)cc2)n1C	-0.2	48	-31%	12%	i	1	-1.3%	3%	0.3%	-2.3%
O=C(Cc1ccc(F)cc1)N/N=C/c1ccc(-c2ccc(Cl)c(C(=O)O)c2)o1	0.6	35	-16%	1%	i	1	-0.7%	25%	-0.1%	-4.9%
CCOC(=O)C1CCN(C(=O)CN2C(=O)CSc3ccc(S(=O)(=O)N4CCOCC4)cc32)CC1	0.2	62	-57%	-28%	·	·	·	6%	-0.1%	-3.7%
CS(=O)(=O)N1CCN(c2ccccc2NC(=O)c2ccc3c(c2)OCCO3)CC1	1.3	53	-6%	3%	·	·	·	9%	-0.1%	-0.3%
Cn1sc(=O)c2cc(S(=O)(=O)NC3CC3)ccc21	2.6	53	-34%	-18%	i	·	·	-4%	0.2%	-1.7%
COc1cccc(N2CCN(C(=O)c3cc4c(s3)-c3ccccc3OC4)CC2)c1	3.8	52	-66%[20 µM]	-4%	·	·	·	20%	0.0%	-3.1%
COc1ccc(C(=O)OC(C)C(=O)NC(C)CCc2ccccc2)cc1OC (configuration not stated)	0.1	68	22%	-4%	·	·	·	3%	-0.2%	0.3%
N#C/C(=N\Nc1cc(Cl)cc(Cl)c1)c1nnc2n1CCCCC2	9.8	86	7%	-1%	i	1	-0.8%	-14%	0.3%	-4.0%
COCCn1c(SCC(=O)Nc2cc(C)on2)nc2c(c1=O)SCC2	0.3	57	4%	24%	·	·	·	-5%	0.0%	-0.9%
O=C(Cc1nnc(NC(=O)c2ccccc2)s1)N/N=C/c1ccco1	2.6	61	33%	-22%	i	1.1	-2.2%	-6%	0.1%	0.5%
Cc1ccc(C(=O)NC(=S)N2CCN(C(=O)OC(C)(C)C)CC2)cc1Br	0.2	52	-5%	-18%	i	1.1	0.2%	-6%	-0.2%	-6.0%
COC(=O)c1ccc(NC(=O)CSC2=NCCN2)cc1	1.6	42	-7%	-19%	i	1.2	2.3%	12%	-0.2%	4.1%
Going on with the list.
SMILES	NTR1 agonist	NTR1 agonist cell count 20 µM	KOR beta-arrestin-1	NOD1 inhibition	Yfh1-depleted yeast	TNAP activation fold	CSM14.1 death rescue	HEK293 NOD2/NF-kB	GPR55 beta-arrestin	KOR beta-arrestin-2
CC(C)(C)C(=O)Nc1ccc(C(=O)N/N=C/c2ccccc2OC(=O)c2ccc(Cl)cc2Cl)cc1	0.7	48	-20%	·	i	1.2	-1.5%	-12%	-0.1%	4.0%
COc1ccc(NC(=O)CN2CCN(CC(=O)Nc3ccccc3Cl)CC2)c(OC)c1	6.5	64	-13%	2%	i	1.1	0.3%	-4%	0.6%	-3.7%
COc1ccccc1C(=O)NC(C)C(c1cccs1)N1CCN(C)CC1 (configuration not stated)	-0.8	55	3%	-18%	i	1.1	-2.0%	0%	0.3%	4.9%
O=C(NOC(=O)c1cc(Br)ccc1Cl)c1cccs1	-3.0	83	1%	14%	i	1.1	-0.3%	0%	-0.1%	1.5%
Cc1ccc(OCCNC(=O)/C=C/c2ccccc2)cc1C	0.5	59	28%	19%	i	1	1.5%	6%	0.5%	4.6%
C[N+]1(CCOS(=O)C23CC4CC(CC(C4)C2)C3)CCOCC1 (configuration not stated)	-0.9	55	21%	-18%	·	1.1	-0.3%	-6%	-0.2%	-6.3%
O=C(CN(C(=O)c1csnn1)c1cccc(F)c1)NCc1ccc(F)cc1	-0.5	33	-22%	-30%	i	1.1	0.1%	-11%	0.6%	2.1%
O=C(Nc1nccs1)c1ccc[nH]c1=O	0.0	63	21%[20 µM]	-31%	·	·	·	-7%	-0.2%	-6.9%
N#CCC(=O)NCCCOC(=O)Nc1ccc(Cl)c(Cl)c1	-0.6	47	5%	2%	i	1.1	-1.1%	26%	0.3%	-1.4%
O=S(=O)(Nc1ccc(Br)cc1)c1cccc(NC(=S)NCCN2CCOCC2)c1	-1.0	57	1%	-12%	·	·	·	17%	-0.2%	-3.1%

A portion of the library (hit frequency here may not be typical).
